Assay outcomes (PubChem)
MCF10A rerep: A quantitative high throughput screen for small molecules that induce DNA re-replication in MCF 10a normal breast cells. 350,000 compounds, 2.9% hits. MCF 10A DNA re-replication, Hoechst nuclear intensity, 48 h. AID 624296, 2012. Potency, µM (doses to about 46.1 µM), without a hit: at the highest dose activity, positive = re-replication, most hits filed as activators; further: potency means the concentration at half of the fitted maximal effect; % of control where 0% means no effect; nearly all actives have a fitted effect of over 50% in size
IL-1B inflam inh: qHTS for Inhibitors of Inflammasome Signaling: IL-1-beta AlphaLISA Primary Screen. 360,000 compounds, 4.7% hits. activity change, % at 57.5 µM. AID 743279, 2014. THP-1 LPS/ATP IL-1B secretion, AlphaLISA, 16 h; active compounds read low; in the data active means activity change below about -50%; inconclusive means mostly about -30% to -49%; further: on the % scale 0 is the no-effect control and ±100 the full control effect
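Secreted IL-1B measured by AlphaLISA bead assay after 16 h compound exposure of THP-1 cells; compounds (final up to 57.5 uM) added 1 h before LPS (250 ng/mL) and ATP (1.25 mM) stimulation; lower signal means less secretion.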
KB-3-1 tox: qHTS assay for MDR1-selective chemotherapeutics: Primary screen using the parental adenocarcinoma cell KB-3-1; AID 1347075, 2019; KB-3-1 viability, CellTiter-Glo ATP luminescence, 72 h; 400,000 compounds, 1.4% hits; Potency, µM (doses to about 46.1 µM), without a hit: top-dose activity change, negative = cytotoxic, most hits filed as cytotoxic; further: potency means the concentration at half of the fitted maximal effect; on the % scale 0 is the no-effect control and ±100 the full control effect; nearly all actives have a fitted effect of over 60% in size
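Multi-concentration cytotoxicity screen in KB-3-1 cells grown in DMEM lacking phenol red with 10% FBS. After 72 h at 37 °C with compound, ATP-dependent luminescence was recorded.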
DRD3 agonist: qHTS of D3 Dopamine Receptor Agonist: qHTS. D(3) dopamine receptor (Homo sapiens), P35462. D3R DiscoveRx beta-arrestin cells, luminescence, 90 min. max activation, %. 410,000 compounds, 0.58% hits. AID 652048, 2013; in the data active means max activation above about 30%; further: 0% is about no effect; mostly tested at two doses, the higher about 12 µM
Target sequence (P35462 whole entry, looked up): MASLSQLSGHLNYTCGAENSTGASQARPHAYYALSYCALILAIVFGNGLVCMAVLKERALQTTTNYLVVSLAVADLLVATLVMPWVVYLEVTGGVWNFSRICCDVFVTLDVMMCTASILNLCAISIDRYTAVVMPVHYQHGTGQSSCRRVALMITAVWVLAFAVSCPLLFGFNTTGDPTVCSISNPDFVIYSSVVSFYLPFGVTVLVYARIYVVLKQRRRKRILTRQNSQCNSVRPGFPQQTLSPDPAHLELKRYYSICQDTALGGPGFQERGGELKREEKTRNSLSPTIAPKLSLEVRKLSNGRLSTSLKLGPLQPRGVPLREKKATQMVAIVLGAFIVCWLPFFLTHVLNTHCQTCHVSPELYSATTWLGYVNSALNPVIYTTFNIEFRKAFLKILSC
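Agonist-mode cell screen: cells plated at 1500/well and incubated overnight at 37 °C, then exposed to library compounds for 90 min at 37 °C. Detection reagent was added for 30–60 min at room temperature, and luminescence was read.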
KB-V1 cytotox: qHTS assay for MDR1-selective chemotherapeutics: Primary screen using the drug-selected MDR subline cells KB-V1; Potency, µM (doses to about 46.1 µM), without a hit: at the highest dose activity change, negative = cytotoxicity, hits mostly cytotoxic; AID 1347076, 2019; KB-V1 MDR cells viability, CellTiter-Glo, 72 h; 400,000 compounds, 3.4% hits; further: potency means the concentration at half of the fitted maximal effect; on the % scale 0 is the no-effect control and ±100 the full control effect; nearly all actives have a fitted effect of over 60% in size
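Cells of the MDR subline KB-V1 are plated, dosed with compound at multiple concentrations, and incubated 72 h at 37 degrees C; CellTiter-Glo is then added and luminescence read after 10 min.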
HT1080NT lethal: qHTS for induction of synthetic lethality in tumor cells producing 2HG: qHTS for the HT-1080-NT fibrosarcoma cell line; Potency, µM (titrated, usually from 46.1 µM), inactives show at the top dose activity, negative = less viability, hits mostly cytotoxic; 360,000 compounds, 1.6% hits; HT-1080-NT fibrosarcoma viability, CellTiter-Glo ATP luminescence, 48 h;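 further: NT is the 2HG producing partner of a matched IDH1 knockdown line; potency means the concentration at half of the fitted maximal effect; 0% = DMSO-treated cells and -100% = media-only wells without cells; nearly all actives have a fitted effect of over 55% in size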
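HT-1080-NT; 750 cells/well; 5% FBS RPMI; 48 h compound, 37 degrees C; CellTiter-Glo luminescence; curve fitting and curve-class assignment.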
HEK293 tox: qHTS of GLP-1 Receptor Inverse Agonists: Cytotox Screen | 410,000 compounds, 0.13% hits | AID 624418, 2012 | HEK293 cAMP-luciferase reporter cells, luminescence, 24 h | Potency, µM (top dose mostly 38.3 µM), for the others: at the top dose activity change, negative = inhibition, hits mostly inhibitors;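 further: loss of luciferase light is scored as toxicity; potency means the concentration at half of the fitted maximal effect; on the % scale 0 is the no-effect control and ±100 the full control effect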
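Seeding density was 200 cells/uL; after overnight-length (12 h) culture, 23 nL compounds went on for 24 h at 37 °C. Readout used a luciferase detection reagent, luminescence taken after 12 min at room temperature.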
HT1080 IDH1KD tx: qHTS for induction of synthetic lethality in tumor cells producing 2HG: qHTS for the HT-1080-IDH1KD cell line; AID 686971, 2013; 360,000 compounds, 2% hits; Potency, µM (titrated, usually from 46.1 µM), for the others: at the top dose activity, negative = toxicity, most hits filed as cytotoxic; HT-1080 IDH1 knockdown viability, ATP luminescence, 48 h;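 further: potency means the concentration at half of the fitted maximal effect; 0% = DMSO wells and -100% = cell-free medium wells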
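Luminescent ATP read-out (CellTiter-Glo, 10 min at room temperature) after 48 h compound exposure at 37 °C gave viability of IDH1-knockdown HT-1080 cells. Activity was normalised to DMSO and cell-free wells, then fitted as concentration-response curves.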
SW480 rerep: A quantitative high throughput screen for small molecules that induce DNA re-replication in SW480 colon adenocarcinoma cells | SW480 DNA re-replication, Hoechst DNA content imaging, 48 h | Potency, µM (highest dose often 46.1 µM), for the others: at the highest dose re-replication activation, most hits filed as activators | 340,000 compounds, 1.8% hits | AID 624297, 2012; further: potency means the concentration at half of the fitted maximal effect; % of control where 0% means no effect; nearly all actives have a fitted effect of over 55% in size
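Treated cells incubate 48 hr (37 C, 5% CO2), are stained 40 min with Hoechst, and nuclear fluorescence is enumerated; a rise in nuclei with high DNA signal marks re-replication.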
* marks the source's active call; other numbers are inactive results; i = inactive; ? = inconclusive; . = not tested or not shown; [ ] = dose if it differs, or a comment. Unless noted, the call rests on the fitted dose curve; in most records, active means well fitted curve in the direction sought with a large enough effect; inconclusive means small, poorly fitted or top-dose-only effect, or another doubt; inactive means no such curve, though single readings can be large; an effect the other way counts as inactive or inconclusive.

Start of the listing, in advance (2 entries):
SMILES	MCF10A rerep	IL-1B inflam inh	KB-3-1 tox	DRD3 agonist	KB-V1 cytotox	HT1080NT lethal	HEK293 tox	HT1080 IDH1KD tx	SW480 rerep
Cn1ccc(C(=O)N/N=C/c2ccncc2)n1	-1%	10	5%	10	49%	-4%	-11%	-2%	-10%
O=C(O)COCC(=O)N1CCCN(c2nccc(C(F)(F)F)n2)CC1	8%	-5	13%	0	16%	14%	-3%	7%	-14%

Main list (from the top)
SMILES	MCF10A rerep	IL-1B inflam inh	KB-3-1 tox	DRD3 agonist	KB-V1 cytotox	HT1080NT lethal	HEK293 tox	HT1080 IDH1KD tx	SW480 rerep
Cn1ccc(C(=O)N/N=C/c2ccncc2)n1	-1%	10	5%	10	49%	-4%	-11%	-2%	-10%
O=C(O)COCC(=O)N1CCCN(c2nccc(C(F)(F)F)n2)CC1	8%	-5	13%	0	16%	14%	-3%	7%	-14%
COc1cc(OC)cc(-c2sc3ccc(OC)cc3c2C#CCCO)c1	?	4	-15%	24	-4%	-21%	-1%	-12%	-1%
O=c1[nH]c(SCc2ccccc2)nc2c1cnn2-c1ccc(F)cc1	2%	-3	-7%	-5	-9%	-2%	0%	-12%	-9%
COc1nc(Oc2ccc(C(=O)OCC(N)=O)cc2)nc(N(C)C)n1	?	26	9%	1	2%	-4%	-18%	0%	8%
CC(=O)Nc1ccc(S(=O)(=O)N2CCN(Cc3cccs3)CC2)cc1	6%	-3	-4%	2	12%	-8%	0%	-11%	-2%
O=C(N/N=C/c1c(F)cccc1Cl)c1ccc(Cn2cc(Br)cn2)o1	7%	?	-3%	-24	-6%	-13%	23%	-7%	-700%[inhibitor]
CCOC(=O)c1c(NC(=O)C2COc3ccccc3O2)sc(C(C)=O)c1C (stereo not given)	1%	-15	-10%	4	-10%	-18%	26%	1%[9.24 µM]	-15%
O=C(Cn1cc([N+](=O)[O-])cn1)NCCc1c[nH]c2ccccc12	-1%	-6	-1%	8	-14%	-2%	-4%	-6%	-3%
Cn1ccnc1SCC(=O)Nc1cccc2ccccc12	3%	6	11%	0	-9%	-3%	-3%	-1%	-6%

Reprinted at random: 2 entries already listed
SMILES	MCF10A rerep	IL-1B inflam inh	KB-3-1 tox	DRD3 agonist	KB-V1 cytotox	HT1080NT lethal	HEK293 tox	HT1080 IDH1KD tx	SW480 rerep
O=C(Cn1cc([N+](=O)[O-])cn1)NCCc1c[nH]c2ccccc12	-1%	-6	-1%	8	-14%	-2%	-4%	-6%	-3%
O=C(O)COCC(=O)N1CCCN(c2nccc(C(F)(F)F)n2)CC1	8%	-5	13%	0	16%	14%	-3%	7%	-14%

(further entries)
SMILES	MCF10A rerep	IL-1B inflam inh	KB-3-1 tox	DRD3 agonist	KB-V1 cytotox	HT1080NT lethal	HEK293 tox	HT1080 IDH1KD tx	SW480 rerep
CNS(=O)(=O)c1cccc2nsnc12	-3%	18	-5%	-12	-10%	3%	-2%	-1%	-4%
Cc1ccc(-c2ccc(=O)n(CC(=O)Nc3ccc(C)cc3Cl)n2)cc1	.	.	-7%	4	-8%	.	7%	.	.
Fc1ccc(CNC(=S)NCc2ccc(F)cc2)cc1	?	-5	1%	6	-2%	-3%	5%	-7%	16%
CCN(c1ccc(NC(=O)COC(=O)c2cc3ccccc3oc2=O)cc1)C(C)C	15%	22	8%	-3	-3%	16%	0%	-1%	-11%
O=C1CSCC(=O)N1Cc1ccc(Cl)c(Cl)c1	9%	6	7%	4	24%	9%	6%	-1%	0%
CCc1nc(SCc2ccccc2C#N)n[nH]1	-3%	-8	3%	3	0%	14%	-4%	21%	-2%
CCCNC(=O)C1(C)CCCN(Cc2c(F)cccc2F)C1 (stereo not given)	.	0	0%	6	4%	24%	2%	1%	.
Cc1ccc2c(c1)N(CC(=O)N(Cc1ccc3c(c1)OCO3)CC1CCCO1)C(=O)C(C)O2 (stereo not given)	1%	-3	10%	0	8.2µM*	-2%	-18%	-8%	0%
N#Cc1cc2c(cc1NC(=O)CCn1cnnn1)OCO2	3%	15	4%	4	0%	8%	-6%	0%	-5%
CSc1ccccc1OCc1cc(C(=O)N(C)Cc2ccc3nsnc3c2)no1	?	i	0%	-2	?	7%	0%	5%	?
CCc1c(C)sc(NC(=O)c2ccco2)c1C(=O)N1CCCCC1	-6%	3	3%	2	-17%	11%	6%	16%	0%
OC(c1cccc(Cl)c1)c1ncc(-c2cccc(C(F)(F)F)c2)[nH]1 (stereo not given)	.	-16	0%	2	0%	?	-10%	?	.
COc1ccccc1CNC(=O)OCc1nccnc1C(=O)Nc1ccc(Br)cn1	14%	-8	2%	-5	20%	-1%	3%	4%	-25%
COc1ccc(OC)c(NC(=O)C(=O)NNC(=O)COc2ccc(Br)cc2C)c1	?	3	-4%	-2	-14%	0%	0%	0%	3%
O=C(NCc1n[nH]c(=S)n1-c1cccc(C(F)(F)F)c1)c1ccc(S(=O)(=O)N2CCCC2)cc1	0%	-8	-14%	-5	2%	-2%	2%	4%	-63%[inhibitor]
O=C(Nc1ccnn1C1CCN(CCCc2ccccc2)CC1)c1ccccc1Cl	5%	?	.	-22	.	-5%	3%	0%	-4%
CCC(C)Nc1c2c(nc3c(-c4ccccc4)c(C)nn13)CCC2 (stereo not given)	?	?	33%	4	9.2µM*	-19%	5%	?	2%
Cc1ccc(NC(=O)COC(=O)c2ccc3c(c2)NC(=O)C2CCCN32)cc1 (stereo not given)	10%	6	?	-21	?	?	4%	-8%	-2%
CC(C)n1nnnc1SCC(=O)N1CCOCC1	1%	17	6%	-4	?	8%	-19%	13%	1%
CNc1nc(Nc2ccc(C(=O)OC)cc2)c2sccc2n1	.	27	0%	-2	-19%	-11%	0%	?	.
COC(=O)c1onc(-c2c(C)cc(C)cc2C)c1C(=O)OC	-12%	0	0%	1	?	-3%	54%[activator]	-2%	-1%
Cc1ccc(C(=O)Nc2ccc3ccccc3n2)cc1	16%	?	-5%	2	-4%	-19%	-7%	-17%	1%
C[C@@H](O)C1NC(=O)[C@H](CCCCN)NC(=O)c2cc([N+](=O)[O-])cc(I)c2NCCC[C@@H](C(N)=O)NC1=O (stereo not given in full)	15%	-3	-11%	9	-11%	8%	-9%	0%	-8%
CCN(C[C@H]1N[C@@](Cc2ccccc2)(C(=O)OC)[C@H]2C(=O)N(Cc3ccccc3)C(=O)[C@@H]12)C(=O)c1ccc(C)cc1	13%	-54*	0%	14	0%	0%	-3%	8%	6%
CCNC(=O)C1(C)CCN(C(=O)c2cccc(C(F)(F)F)c2)C1 (stereo not given)	.	22	14%	5	2%	21%	4%	?	.
CC(=O)Nc1ccc(S(=O)(=O)N(C)CC(=O)NC2CCCC(C)C2C)cc1 (stereo not given)	-5%	-17	2%	-12	0%	1%	0%	7%	3%
O=C(COC(=O)c1ccccc1)Nc1cc(Cl)ccc1Oc1ccccc1	16%	-12	-1%	-4	2%	-13%	3%	-7%	-4%
COc1ccccc1CNC(=O)C(NC(=O)c1ccccc1C)C(C)C (stereo not given)	2%	16	0%	4	-15%	2%	-1%	12%	-1%
CC(C)(C)OC(=O)CNC(=O)c1[nH]cnc1C(=O)N[C@@H](Cc1ccccc1)C(=O)OCc1ccccc1	?	53	0%	-3	21%	3%	-5%	7%	6%
CCOC(=O)C1=C(C)NC2=C(C(=O)C(C(=O)OCC)C(c3cccc(OC)c3)C2)C1c1ccccn1 (stereo not given)	4%	-4	6%	1	17%	3%	127%[activator]	3%	9%
CCOC(=O)c1ccc(NC(=S)N2CCCC(C(=O)N3CCCC3)C2)cc1 (stereo not given)	-2%	0	19%	6	3%	1%	-2%	10%	7%
COC(CNC(=O)c1cccc2c1C(=O)N(Cc1cccnc1)C2)OC	12%	-19	1%	-6	0%	0%	-10%	8%	-3%
COc1ccc(C(=O)NCc2ccc(C)cc2)cc1S(=O)(=O)N1CCOCC1	.	-21	-33%	-4	-23%	-4%	-1%	1%	.
CC(=O)Nc1ccc2nc(SCC(=O)NCCOc3ccccc3)sc2c1	?	10	-17%	-4	?	2%	2%	-1%	18%
C=CCOc1ccccc1CN1CCC(Oc2ccc(C(=O)N3CCCCC3)cc2)CC1	4%	0	0%	-42	11%	-3%	?	-4%	10%
Nc1c(N(CCC2=CCCCC2)C(=O)c2ccc([N+](=O)[O-])o2)c(=O)[nH]c(=O)n1Cc1ccccc1	?	-17	?	10	-4%	0%	-1%	2%	?
CCO[C@H]1OC(C(N)=O)=C[C@@H](c2csc3ccccc23)[C@@H]1CCCO	4%	25	-3%	3	-13%	4%	-5%	1%	?
CCn1cc(C(=O)NCCCN2CCC(C)CC2)c(=O)c2cc(S(=O)(=O)N3CCCC3)ccc21	3%	-4	-1%	-1	-1%	-10%	-5%	-5%	-8%
CC(C)c1ccc(NC(=O)CNS(=O)(=O)c2ccc(F)cc2)cc1	18%	38	0%	9	?	10%	1%	-3%	-3%
CCC(C)NS(=O)(=O)c1ccc(S(=O)(=O)N2CC=C(c3ccc(F)cc3)CC2)cc1 (stereo not given)	26%	-26	?	4	?	-13%	-5%	-16%	4%
CN(C)S(=O)(=O)c1ccc(N2CCCC2)c(C(=O)OCC(=O)NC2CCCCC2)c1	0%	-29	12%	5	-13%	8%	-2%	8%	-14%
CCOC(=O)C1Oc2ccccc2C(c2cccc3ccccc23)=C1C(=O)OC (stereo not given)	?	5	7%	14	-6%	2%	15%	-4%	28%
Cc1ccc(NC(=O)CN(C)C(=O)COC(=O)c2nccnc2N)cc1	2%	0	2%	1	-5%	12%	6%	0%	-7%
